Scp1 inh – Scp-1 (human) phosphatase inhibition; 340,000 tested, 0.88% active; AID 493091; Recombinant Scp1, phosphopeptide, malachite green phosphate absorbance; inhibition, % at 20 µM;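 active means inhibition above about 50% at 20 µM, limit read from the data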;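 further: plate controls were DMSO wells with enzyme for no effect and wells lacking enzyme for full effect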
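Assay system: SCP-1 catalytic fragment, aa 76-261 | Buffer or medium: Tris acetate buffer pH 5.5 with MgCl2 and Tween-20 | Compound: One concentration, 20 µM, with 1.0% DMSO | Also added: Phospho 17-mer peptide substrate | Signal: Absorbance at 630 nm | Incubation: 45 min enzyme reaction at room temperature | Measure: % inhibition of SCP-1 phosphate liberation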
SKN-1 block – C. elegans SKN-1 inhibition. inhibition, % at 21.8 µM. AID 624304. 360,000 tested, 0.49% active. C. elegans VP596 Pgst-4::GFP/RFP ratio, acrylamide-induced, 24 h;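 active means interference check ratio from 0.5 to 1.5 plus GFP to RFP signal ratio inhibition reaching or exceeding a fixed threshold, cut at about 30% in these data, passing the limit was not always enough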; further: some compounds called inactive have numbers as strong as hits
SUMO1-SIM PPI – modulators of human SUMO1-mediated protein-protein interactions | SUMO1 binding to a labelled peptide, TR-FRET, 1 h | inhibition, % at 20 µM | 360,000 tested, 0.33% active | AID 602429; in the data active means inhibition above about 37%
Target sequence (P63165 whole entry, looked up): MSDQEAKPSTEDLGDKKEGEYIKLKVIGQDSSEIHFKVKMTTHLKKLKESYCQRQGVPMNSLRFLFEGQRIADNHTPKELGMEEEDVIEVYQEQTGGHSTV
CendR NRP1 mod – modulators of CendR peptide binding to human neuropilin-1. O14786. FAM-RPARPAR peptide binding to NRP-1, fluorescence polarization. inhibition, % at 25 µM. 360,000 tested, 0.85% active. AID 602438;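 active means inhibition or corrected inhibition above about 18%, plus a signal ratio from 0.5 to 1.5, limit read from the data, passing the limit was not always enough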; further: strong numbers were not always called active
STEP inh – inhibitors of human striatal-enriched phosphatase STEP. P54829. recombinant STEP, OMFP fluorogenic substrate, fluorescence. inhibition, % at 20 µM. 360,000 tested, 0.25% active;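 active means inhibition at 20 µM, scaled per plate between control wells, above about 37%, limit read from the data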;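 further: 0% = DMSO with enzyme and substrate and 100% = substrate only without enzyme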
Target sequence (P54829 whole entry, looked up): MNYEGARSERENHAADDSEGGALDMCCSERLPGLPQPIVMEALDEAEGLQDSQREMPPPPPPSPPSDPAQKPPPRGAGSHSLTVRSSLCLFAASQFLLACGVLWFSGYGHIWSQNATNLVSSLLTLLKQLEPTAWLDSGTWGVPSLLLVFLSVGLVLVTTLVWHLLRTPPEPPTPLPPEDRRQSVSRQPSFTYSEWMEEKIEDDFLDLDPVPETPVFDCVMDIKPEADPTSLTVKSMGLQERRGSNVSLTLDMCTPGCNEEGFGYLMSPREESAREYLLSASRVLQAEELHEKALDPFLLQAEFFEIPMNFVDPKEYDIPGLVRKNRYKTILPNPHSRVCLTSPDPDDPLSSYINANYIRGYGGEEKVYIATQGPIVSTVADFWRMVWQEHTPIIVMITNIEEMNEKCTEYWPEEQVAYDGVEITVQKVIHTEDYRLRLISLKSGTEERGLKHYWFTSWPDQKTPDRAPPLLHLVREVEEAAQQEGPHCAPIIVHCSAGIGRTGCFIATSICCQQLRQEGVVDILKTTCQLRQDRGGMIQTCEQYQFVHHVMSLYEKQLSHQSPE
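System: STEP (striatal-enriched tyrosine phosphatase) enzyme, cell-free; medium: Bis-Tris pH 6.0 buffer with DTT, detergent; dosing: 20 µM, 1% DMSO; times: reaction 20 min, ambient temperature; detection: fluorescence, 480/540 nm; read-out basis: normalized % inhibition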
NadD block – blocks S. aureus nicotinate mononucleotide adenylyltransferase | purified NadD enzyme, colorimetric absorbance read-out | inhibition, % at 20 µM | 360,000 tested, 0.78% active | AID 602399; in the data active means inhibition above about 26%; further: some compounds past the cut are filed as inactive
DNMT1 block – inhibitors of human DNMT1; DNMT1 molecular beacon, Hinp1I cleavage, fluorescence; P26358; 360,000 tested, 0.83% active; inhibition (reported as % activation of signal), % at 10 µM; AID 588458; in the data active means inhibition above about 50%
Rpn11 block – inhibitors of human proteasome Rpn11 | calls only at 20 µM | O00487 | human 26S proteasome, Ub4-pepOG fluorescence polarization; 20S core pre-blocked with epoxomicin | 360,000 tested, 0.59% active;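 active means inhibition at 20 µM, scaled to each plate's controls, above about 33%, limit read from the data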
LMPTP block – blocks human LMPTP phosphatase; P24666; inhibition, % at 20 µM; recombinant LMPTP-A, OMFP fluorogenic substrate, fluorescence intensity; 360,000 tested, 0.22% active;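 active means compounds that cut the enzyme signal by at least half of the control window in the single-dose screen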;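 further: plate controls were DMSO wells with enzyme plus substrate for no effect and substrate without enzyme for full effect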
Target sequence (P24666 whole entry, looked up): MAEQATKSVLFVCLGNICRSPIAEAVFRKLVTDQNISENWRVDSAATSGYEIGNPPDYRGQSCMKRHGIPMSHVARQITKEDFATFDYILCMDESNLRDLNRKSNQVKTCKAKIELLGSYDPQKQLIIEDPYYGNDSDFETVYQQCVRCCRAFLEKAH
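Test system: LMPTP-A phosphatase enzyme. Amount: LMPTP-A at 0.625 nM final in the reaction. Reagent: OMFP substrate, 400 µM final. Times: 50 min at room temperature. Signal: endpoint fluorescence intensity from OMFP dephosphorylation. Read-out basis: % inhibition. Benchmarks: no-enzyme and uninhibited controls.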
MT1-MMP act inh – MT1-MMP (human) activation inhibition; P50281; HT1080 RFP-PRO-GFP cells, GFP/RFP ratio fluorescence, overnight; percent of plate control window, DMSO zero; GFP/RFP ratio change, % at 20 µM; 360,000 tested, 0.061% active; AID 651647;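 active means GFP/RFP ratio change of at least 30% with cell ATP level not reduced by more than half and red fluorescence within 50% of control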; further: strong numbers were not always called active
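Material: RFP-PRO-GFP reporter HT1080 cells. Dosing: single-point 20 µM compound, 1% DMSO. Controls: DMSO and RFP-L50D-GFP cell wells. Timing: cells overnight before dosing, compound overnight, 37 °C, 5% CO2. Measure: GFP/RFP fluorescence ratio.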
* marks the source's active call; other numbers are inactive results; i = inactive; x = not tested or not shown.

Values run as follows: NadD block, Rpn11 block, SUMO1-SIM PPI, MT1-MMP act inh, DNMT1 block, Scp1 inh, SKN-1 block, STEP inh, CendR NRP1 mod, LMPTP block
COc1ccc(CSc2ccc(-c3nc4ccccn4c3NCc3ccccc3)cc2OC)cc1
→ 1, i, 0, -1, -15, 5, 7, 1, 16, 12
CCN1/C(=C/c2ccc3ccccc3[n+]2CCCS(=O)(=O)[O-])C=Cc2cc(C)ccc21
→ 17, i, -20, 58, -5, 43, 39*, 5, -12, 9.9
COc1ccc(CCNC(=O)CCCn2nc(C)n3ccnc3c2=O)cc1OC
→ 3, i, -3, -1, 2, -9, -1, -2, 14, -1.7
Cc1ccc2c(COC(=O)CC3Sc4ccccc4NC3=O)cc(=O)oc2c1C (stereo not given)
→ 13, i, 4, 1, 3, -3, 6, 16, -14, -1.0
CCCn1c(N)[n+](CC(=O)c2ccco2)c2ccccc21
→ -4, i, -3, 3, -1, -9, 7, 0, -4, 0.1
CCN1C(=O)[C@H]2[C@@H](c3ccc(-c4ccc(OC)cc4)cc3)N[C@@](CC(C)C)(C(=O)OC)[C@H]2C1=O
→ -6, i, -1, 8, 5, -9, 9, 2, 16, 0.8
COc1ccc(S(=O)(=O)N2CCN(C(=O)c3cc(C)oc3C)CC2)cc1
→ -6, i, 1, -1, 0, -8, 0, -2, -1, -1.1
CC(=O)N(/N=C/c1ccc(C)cc1)c1nc(CCl)cs1
→ -5, i, 4, -2, -2, -1, 12, -1, -6, -0.7
O=C(CN1C(=O)NC2(CCCc3ccccc32)C1=O)c1ccccc1F (stereo not given)
→ 2, i, -1, -1, -1, 0, 4, -1, -4, 0.1
CC(=O)NC1C(=O)Nc2c1cccc2C(F)(F)F (stereo not given)
→ 0, i, 0, 2, 0, -2, 16, -3, 4, -0.2
O=C1CC2c3ccccc3C1C1C(=O)N(CCc3ccccc3)C(=O)C21 (stereo not given)
→ 2, i, -3, -2, 3, -1, -1, -4, 9, -0.6
COc1cc2c(cc1OC)C(C)=NCC2
→ 1, i, 4, 0, -4, -4, 12, -3, -2, -0.7
CCN1CCN(c2ncnc3scc(-c4ccc(C)cc4)c23)CC1
→ 3, i, 0, -14, -1, -11, 24, 1, 3, -0.4
CCOC(=O)C(Sc1n[nH]c(N)n1)c1ccccc1 (stereo not given)
→ -3, i, -1, 0, -1, -2, 5, 2, -1, -0.3
CCNC(=O)NC(=O)C(C)Sc1nnc(COc2ccccc2Cl)o1 (stereo not given)
→ -9, i, -2, 7, -1, 25, 2, 4, 9, -1.0
N/N=C(/Cc1nc2ccccc2[nH]1)c1ccc([N+](=O)[O-])cc1
→ 1, i, -21, 5, 1, -10, -3, -2, -2, 0.3
CC(=O)Nc1ccc(NC(=O)C2CCN(C(=O)c3cccs3)CC2)cc1
→ 5, i, 0, -1, -1, -7, 4, 0, 3, 0.2
CCOc1ccc(S(=O)(=O)N=C(c2ccccc2)N2CCOCC2)cc1
→ 3, i, 5, 4, 0, 6, 19, -4, 0, -0.4
O=C1NC[C@H](CCCCN2C[C@H](Cc3ccccc3)N(CCC3CCCCC3)C(=O)C2=O)N(CCc2ccccc2)C1=O
→ 22, x, 4, -2, x, x, 6, x, -5, 1.7
COc1ccc(/C=C(/C#N)C(=O)Nc2ccccc2C)cc1C(=O)O
→ -7, i, -6, -7, -3, -3, -2, -1, -19, -1.0
CC(=O)N1N=C(N)SC1c1ccc(Cl)c(Cl)c1 (stereo not given)
→ 1, i, 2, 1, -2, x, -11, 3, 1, -2.7
Cc1ccccc1Nc1ncnc2c1cnn2Cc1ccccc1
→ 6, i, 3, 0, -5, 3, 0, 0, 11, 1.4
Cc1cc(N)n(-c2ncnc3scc(-c4ccc(Cl)cc4)c23)n1
→ -4, i, -1, -2, -2, -12, 14, 0, 9, -0.1
O=c1c2cc(N3CCOCC3)ccc2[nH]c(=S)n1CCCN1CCCCC1
→ -4, i, 18, 3, 1, -9, -1, 1, -9, 0.9
CCOC(=O)c1cc(S(=O)(=O)N2CCOCC2)cn1C
→ -3, i, 0, 1, -2, -2, 0, -1, -6, -1.4
CCN(CC)c1ncnc2c1ncn2[C@H]1CN(Cc2ccncc2)C[C@@H](CO)O1
→ 0, i, 1, -1, 3, x, 9, 4, -2, 0.2
Cn1nnc(NC(=O)CSc2ccc(Cl)cc2)n1
→ 3, i, -1, -10, -3, -7, -2, -1, 13, 0.0
COc1cc(NC(=O)[C@@H]2CCCN(S(=O)(=O)c3cccc4cccnc34)C2)cc(OC)c1OC
→ 4, i, 5, 4, -28, 4, -5, -1, -8, 0.3
COc1ccc(CCCN2CCC(CN3CCNC(=O)C3=O)CC2)cc1OC
→ 3, i, 2, 3, 5, 1, 6, -2, 2, -3.7
O=C(C1CCN(c2ncnc3c2nc2n3CCCCC2)CC1)N1CCN(c2ccc(F)cc2)CC1
→ 4, i, -1, -7, 0, -2, 1, 1, 2, 2.2
CCn1c2ccccc2c2cc(NC(=O)c3ccccc3[N+](=O)[O-])ccc21
→ 4, i, -7, 1, -10, -11, 15, 1, 2, 3.1
Cc1nn2c(nc(N3CCOCC3)c3ccccc32)c1C=C(C#N)C#N
→ -2, i, 2, 1, 9, 1, 3, 2, -2, 1.2
Cc1cccc(CCN(CC(=O)NC2CCCCC2)C(=O)c2csnn2)c1
→ 2, i, -3, 1, -1, -6, 1, -3, 8, 0.1
O=C(CSc1nnc(Cc2cccs2)n1Cc1ccco1)Nc1cc(Cl)cc(Cl)c1
→ 5, i, 3, -13, -10, 0, -15, -1, 4, 4.1
Cn1cnnc1SCCC(=O)Nc1ccccc1
→ -3, i, 2, 4, -2, 0, 16, -8, -5, -2.3
CCc1cc(-c2[nH]ncc2-c2ccc3c(c2)OCO3)c(O)cc1O
→ 9, i, -2, -14, -17, -5, 9, -4, -11, -4.3
CCc1ccc2nc(N(CCN(C)C)C(=O)c3ccc4ncsc4c3)sc2c1
→ 3, i, -2, -2, -3, -2, 11, 2, -3, 1.1
CC(=O)Nc1sc(C)c(C)c1C(=O)OCC(=O)NC(C)c1ccccc1 (stereo not given)
→ -7, i, -5, 7, -3, -8, 3, -1, 5, 0.9
Cc1ccc(-n2nc3c(=O)n(CC(=O)NC4CCCCCC4)nc(C)c3c2C)cc1
→ -5, i, 11, 11, -1, -1, -1, -2, 13, -1.7
COc1ccc(Cl)cc1-c1nc(SCC(=O)NC(C)(C)C)n[nH]1
→ -7, i, 7, -2, 3, -2, 2, -4, 6, -1.2
O=C(Nc1ccc(Cl)c(NC(=O)c2cccs2)c1)c1ccco1
→ -2, i, -2, -1, 1, -1, 17, -2, -7, -0.2
CC(C)NC(=O)CN(c1cccc([N+](=O)[O-])c1)S(=O)(=O)c1ccccc1
→ -2, i, -7, -1, -5, -13, 9, 0, 1, -1.1
C#CCNC(=O)C1=C[C@H](c2csc3ccccc23)C[C@H](OCc2ccc(CO)cc2)O1
→ -1, i, 2, 1, -25, -6, -1, -2, 11, 1.1
COc1cc(C(=O)C(=O)N2CCN(c3ccccc3)CC2)cc2ccccc12
→ x, x, -14, 3, x, x, 13, x, -1, 3.1
C[C@H](NC(=O)c1ccccc1Cl)C(=O)OCC(=O)N1CC2(C)CC1CC(C)(C)C2 (stereo not given in full)
→ 1, i, 1, 3, -1, -1, 3, 0, -1, 0.6
CCOc1ccc(N(CC(=O)NCC2CCCO2)S(=O)(=O)c2ccc(Cl)cc2)cc1 (stereo not given)
→ -5, i, -1, -8, 1, -4, -26, -4, -1, -0.6
NNC(=O)[C@H](Cc1ccccc1)NC(=O)NCCc1ccccc1
→ -1, i, 3, -3, 1, -10, -18, 2, 7, -1.1
CCOC(=O)/C(C#N)=C/Nc1ccccc1NS(=O)(=O)c1ccc2c(c1)OCCO2
→ 6, i, 3, -1, -2, -4, -4, -3, 3, 0.0
Cn1nnnc1SCc1csc(Nc2ccccc2)n1
→ -3, i, 0, 8, -13, 1, 7, 5, -16, -0.7
COc1cccc(C(=O)Nc2ccc3c(c2)C(=O)N(CCC(=O)O)C3=O)c1
→ -12, i, -4, -3, 4, -4, 12, -2, 6, -0.6
O=C(Cn1nnc(-c2ccccc2)n1)Nc1cccc(S(=O)(=O)N2CCOCC2)c1
→ -4, i, 2, 6, 0, -7, -10, 0, -4, -0.1
Cc1oc2nc(SCCCC(=O)NCCO)nc(N)c2c1C
→ -3, i, -1, 3, 5, -5, 6, 0, 10, 0.9
CCc1nc(SCc2cccnc2)[nH]c(=O)c1C
→ 4, i, 1, 1, 2, -2, -20, -8, 9, -1.7
CCCC(C(=O)Nc1ccc(S(=O)(=O)Nc2nccs2)cc1)c1ccccc1 (stereo not given)
→ 6, i, 5, 1, 17, -7, 9, -1, -5, 2.2
Cc1cc(S(=O)(=O)N(Cc2ccc(C(C)(C)C)cc2)Cc2cccs2)ccc1-n1cnnn1
→ -2, i, -5, -11, -7, 34, -3, 1, -4, 3.3

Whole records, looked up by structure. Order of values: NadD block	Rpn11 block	SUMO1-SIM PPI	MT1-MMP act inh	DNMT1 block	Scp1 inh	SKN-1 block	STEP inh	CendR NRP1 mod	LMPTP block
Listed for CCOc1ccc(N(CC(=O)NCC2CCCO2)S(=O)(=O)c2ccc(Cl)cc2)cc1 (stereo not given) → -5	i	-1	-8	1	-4	-26	-4	-1	-0.6
Listed for O=C(Nc1ccc(Cl)c(NC(=O)c2cccs2)c1)c1ccco1 → -2	i	-2	-1	1	-1	17	-2	-7	-0.2
Listed for C#CCNC(=O)C1=C[C@H](c2csc3ccccc23)C[C@H](OCc2ccc(CO)cc2)O1 → -1	i	2	1	-25	-6	-1	-2	11	1.1
